HepG2 tox: counter-screen for TGF-b inhibitors: cytotoxicity in HepG2 cells | HepG2 CAGA-GFP viability, ATP luminescence, 18 h | AID 588856 | 0.76% of 410,000 active | Potency, µM (doses to about 46.1 µM), inactives show at the top dose activity change, negative = cytotoxicity, usual class: cytotoxic; note: potency is the fitted concentration of half-maximal effect; some results filed as inactive show a strong effect at the top dose
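HepG2 CAGA-GFP cells (1000/well, DMEM with 1% FBS) received compound, then TGF-beta at 500 pg/mL final, and were incubated 18 hours at 37 degrees C. Viability was read by CellTiter-Glo luminescence. Media-only wells were set as complete cell-killing and DMSO as no toxicity.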
ATXN2 expr inh: reduces ATXN2 reporter expression in HEK-293 cells; 0.72% of 360,000 active; Potency, µM (series often up to 57 µM), inactives show top-dose activity change, negative = inhibition, hits mostly inhibitors; HEK-293 ATXN2-luciferase reporter, luminescence, 24 h; AID 1745845; note: potency is the fitted concentration of half-maximal effect; % is set by controls: 0 for no effect and ±100 for the full control effect; nearly all actives have a fitted effect of over 55% in size
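qHTS (up to 57 uM final) was run with 24 h compound exposure of reporter cells at 37 °C. Each well was multiplexed: SteadyGlo luminescence measured ATXN2-luciferase expression after a fluorogenic Gly-Phe-AFC viability readout (25 uM final).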
Nrf2 inh: inhibitors of Nrf2 signaling; A549 ARE-Fluc reporter, luciferase luminescence, 18-24 h; Potency, µM (top dose mostly 46 µM), for the others: at the highest dose activity change, negative = inhibition, usual class: inhibitors; 2.1% of 360,000 active; AID 504444; note: potency is the fitted concentration of half-maximal effect; % is set by controls: 0 for no effect and ±100 for the full control effect; nearly all actives have a fitted effect of over 60% in size
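Quantitative HTS in A549 cells stably bearing an antioxidant response element-firefly luciferase construct. Inhibition of Nrf2-driven transcription was scored by luminescence after 18-24 h of compound exposure at 37 °C.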
IL1B secr inh: blocks inflammasome-driven IL-1 beta release; 4.7% of 360,000 active; activity change, % at 57.5 µM; THP-1 LPS/ATP IL-1B secretion, AlphaLISA, 16 h; active compounds read low; AID 743279; in the data active = activity change below about -50%; inconclusive = mostly about -30% to -49%; note: % is set by controls: 0 for no effect and ±100 for the full control effect
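Secreted IL-1B measured by AlphaLISA bead assay after 16 h compound exposure of THP-1 cells; compounds (final up to 57.5 uM) added 1 h before LPS (250 ng/mL) and ATP (1.25 mM) stimulation; lower signal means less secretion.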
A549 viability: kills or reduces viability of A549 cells in Nrf2 counter-screen; AID 504648; 0.16% of 390,000 active; A549 ARE-Fluc cells, CellTiter-Fluor viability, 18-24 h; Potency, µM (doses to about 46 µM), without a hit: top-dose activity change, negative = cytotoxicity, most hits filed as inhibitors; note: potency is the fitted concentration of half-maximal effect; % is set by controls: 0 for no effect and ±100 for the full control effect
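A549 ARE_Fluc cells in 5% FBS OPTI-MEM were exposed to compounds in concentration-response for 18-24 h at 37 deg C. Viability was read by CellTiter-Fluor fluorescence (Ex 405/Em 525) after 30 min, before the luciferase read.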
TGFb inhibitor: inhibitors of TGF-b signaling; Potency, µM (series often up to 46.1 µM), for the others: at the highest dose activity, negative = inhibition, hits mostly inhibitors; HepG2 CAGA-GFP TGF-b/SMAD3 reporter, GFP fluorescence, 18 h; TGF-beta stimulated, 500 pg/mL final; 1.2% of 410,000 active; note: potency is the fitted concentration of half-maximal effect; % is set by controls: 0 for no effect and ±100 for the full control effect; nearly all actives have a fitted effect of over 65% in size
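HEPG2 CAGA-GFP, 1000 cells/well; 2 h settle, 37 C; cpd via pin tool; TGF-b 500 pg/mL final; 18 h, 37 C; GFP imaging ex488/em500-530; %Activity normalised to -TGF-b and +DMSO controls; CRC fit, curve class.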
MCF10A rerep: DNA re-replication induction in MCF 10a cells; MCF 10A DNA re-replication, Hoechst nuclear intensity, 48 h; Potency, µM (titrated, usually from 46.1 µM), for the others: top-dose activity, positive = re-replication, usual class: activators; 2.9% of 350,000 active; AID 624296; note: potency is the fitted concentration of half-maximal effect; % of control where 0% means no effect; nearly all actives have a fitted effect of over 50% in size
S2 tox: cell viability loss in ATXN counter-screen; S2 cells (HEK-293 line with an ATXN2-luciferase reporter) viability, CellTiter-Fluor protease fluorescence, 24 h; Potency, µM (titrated, usually from 56.7 µM), usual class: cytotoxic; 0.49% of 400,000 active; note: potency is the fitted concentration of half-maximal effect; nearly all actives have a fitted effect of over 40% in size
Nrf2 activator: activators of Nrf2 (ARE) signaling; AREc32 ARE-luciferase reporter (MCF7-derived line), luminescence, 24 h; 0.31% of 410,000 active; Potency, µM (titrated, usually from 46.1 µM), for the others: at the highest dose activation, usual class: activators; note: potency is the fitted concentration of half-maximal effect; % of control where 0% means no effect; nearly all actives have a fitted effect of over 65% in size
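Steps: seed AREc32_Fluc cells (1000/well, 5% FBS OPTI-MEM); incubate overnight at 37 deg C; add 23 nL compound; incubate 24 hr; add Steady-Glo; hold 30 min RT; read luminescence.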
Starred values were filed as active, the others as inactive; i = inactive; ? = inconclusive; . = no result given; & = joins results of further samples; [ ] = another dose, or the depositor's remark. Unless noted, calls come from the whole dose curve; as a rule, active = well fitted curve in the direction sought with a large enough effect; inconclusive = small, poorly fitted or top-dose-only effect, or another doubt; inactive = no such curve, though single readings can be large; an effect the other way counts as inactive or inconclusive. Not a hit list; overall some 8.8% were active at least once.

SMILES	HepG2 tox	ATXN2 expr inh	Nrf2 inh	IL1B secr inh	A549 viability	TGFb inhibitor	MCF10A rerep	S2 tox	Nrf2 activator
COc1ccc(CCNC(=O)c2cc3c(=O)n4cccc(C)c4nc3n(CCCN3CCOCC3)c2=N)cc1	-5%	-5%	12%	-6	1%	6%	?	i	4.1%
CCOC(=O)CN1C2=NCCN2c2ccccc21	14%	7%	.	18	2%	9%	-2%	i	0.2%
COc1ccc(C=O)cc1CN1C(=O)c2ccccc2C1=O	-5%	-4%	-11%	40	-4%	7%	2%	i	-0.3%
COc1cccc(/C=C2/CCC(CN(C)C)C2=O)c1 (stereo not given)	-98%	13µM*	1%	-100*	-4%	2.5µM*	2.3µM*	.	?
CC(=O)Nc1cc(N=Cc2ccc(O)cc2O)c(Cl)cc1Cl	-59%	-3%	2%	-102*	11%	?	21µM*	?	?
CCN1CCC(CN2CCNC2=S)CC1	-1%	3%	16%	10	-3%	-25%	-14%	i	-1.3%
O=C(c1ccc(S(=O)(=O)N2CCCC2)cc1)N1CCCC(C(F)(F)F)C1 (stereo not given)	0%	7%	-13%	11	-3%	10%	0%	i	-0.1%
O=C(NCc1ccccc1)C1CCCN1S(=O)(=O)c1cccc2cccnc12 (stereo not given)	17%	-10%	-8%	12	1%	0%	-4%	i	0.8%
CCCCN(C(=O)c1ccc(NC2CC2)c([N+](=O)[O-])c1)c1c(N)n(CC(C)C)c(=O)[nH]c1=O	-1%	-5%	-12%	?	-5%	1%	17%	i	2.4%
COC(=O)c1ccc(N(C(=O)c2ccco2)C(C(=O)NC2CCCC2)c2ccco2)cc1 (stereo not given)	7%	-12%	1%	-13	0%	6%	-3%	i	0.1%
COc1ccccc1NC(=O)Cn1cnc2c(cnn2-c2ccc(C)c(C)c2)c1=O	-4%	-14%	-8%	2	-5%	-23%	-3%	i	0.2%
Cc1ccc(-n2nc(C)c3c(C(=O)Nc4ccc(C)cc4Cl)cc(C)nc32)cc1	-15%	1%	28%	.	5%	-1%	.	i	-0.1%
O=C(CNC(=O)c1ccc(Br)o1)NCc1cccc(Cl)c1	2%	-3%	-24%	6	0%	-1%	0%	i	-0.6%
O=C(C1CCN(Cc2ccc(OCc3ccccc3)cc2)CC1)N1CCCC1	-34%	21%	20%	-7	-5%	8%	3%	i	0.3%
O=C(N[C@@H]1CCC(=O)N(CC[C@H](Sc2ccccc2)c2ccccc2)CC1)OCc1ccccc1	-10%&-48%	?	-9%	?	-6%	?	?	?	5.5%
COc1ccc(-c2nc3c(-c4ccc(F)cc4)cnn3cc2C)cc1F	-20%	-26%	?	4	-12%	-14%	2%	i	-0.8%
COc1ccc(NC(=O)CCN2CCN(Cc3ccccc3)CC2)c(OC)c1	-2%	.	2%	14	2%	15%	18%	i	1.5%
CCN(CC)S(=O)(=O)c1ccc(Cl)c(C(=O)NC2CCCC2)c1	8%	-5%	-4%	14	-7%	0%	3%	i	0.4%
CCSc1nc2ccccc2n1CC(=O)N1CCCCC1	2%	-10%	0%	-8	-17%	0%	3%	?	-0.3%
CCOc1ccc(/C=C/C(=O)Nc2sc3c(c2C(=O)OC)CCCC3)cc1	-9%	8%	6%	.	3%	-6%	.	i	-0.1%
O=C(NNC(=S)Nc1ccccc1)c1cccs1	3%	52%[activator]	?	2	-9%	0%	-1%	i	2.0%
Fc1cccc(NC(=S)N2CCCCC2)c1	0%	4%	.	0	-2%	?	1%	i	0.7%
COc1ccc(N(CC(=O)NC2CCCCCC2)S(=O)(=O)c2ccccc2)cc1Cl	-7%	3%	1%	4	0%	14%	2%	i	0.5%
CC1CCCCC1NC(=O)/C(C#N)=C/c1ccc(F)c(F)c1 (stereo not given)	9%	1%	9%	-8	-3%	11%	-89%[inhibitor]	i	0.0%
COc1ccc(C2=Nn3c(nnc3-c3cc(C)[nH]n3)SC2)cc1	-3%	11%	-20%	-3	0%	27%	12%	i	15%
Cc1cccc(NS(=O)(=O)c2ccc(C3CCCCC3)cc2)c1	-97%	-29%	?	-11	?	?	?	i	-0.7%
Cc1c(C(=O)N2CCCCC2)c(S(=O)(=O)NCCc2ccccc2)c(C)n1C	-3%	7%	-1%	-3	-1%	4%	7%	i	-0.2%
O=CNCC(=O)NC1CCCCCC1	6%	-8%	2%	12	5%	-14%	3%	i	0.3%
CC1=C(Sc2ccccn2)C(=O)NC(C)(C)C1	-15%	-3%	1%	59	0%	4%	2%	i	0.3%
Cc1ccc(C(=O)COC(=O)CCN2C(=O)C3C4CCC(C4)C3C2=O)cc1[N+](=O)[O-] (stereo not given)	5%	-10%	17%	25	1%	-11%	4%	i	-0.4%
CC12C=CC3(O1)C(C(=O)N(c1ccccc1)C3C(=O)NC1CCCC1)C2C(N)=O (stereo not given)	-10%	4%	-6%	2	-15%	-5%	3%	i	-0.2%
CC(=C/c1ccc(C(C)C)cc1)/C=N/NC(=O)Cn1nc(C)cc1C	-10%	-13%[11.3 µM]	?	-14	-4%	?	?	i	4.4%
COc1cccc2c1C1COC3C4CC(C(=O)O)C(C(C2)N13)N4C (stereo not given)	-45%	11µM*	-4%	-22	-10%	?	2.6µM*	?	0.6%
O=C(O)C(C/C(=N/O)c1ccc(Br)cc1)P(=O)(c1ccccc1)c1ccccc1 (stereo not given)	-11%	-13%	1%	33	10%	-10%	11%	i	-0.6%
CCOC(=O)c1c(C)nsc1NC(=O)c1ccco1	-1%	-2%	-9%	-27	6%	-1%	4%	i	8.8%
Cc1c(CCO)c(=O)[nH]n1S(=O)(=O)c1ccc([N+](=O)[O-])cc1	-6%	-10%	-2%	6	-2%	-21%	1%	i	8.4%
N#Cc1ccc(C(=O)Nc2ccccc2-c2nc3ccccc3s2)c(F)c1	-8%	9%	16%	.	3%	-16%	.	i	0.5%
S=c1sc2ccccc2n1CCc1ccncc1	-40%	10%	-20%	-12	-4%	?	-2%	i	?
Cc1nc2nc(SCC(=O)NC3CCCCC3)nn2c(C)c1Cc1ccccc1Cl	-27%	-15%	-1%[9.27 µM]	.	6%	?	.	i	0.3%
Cc1nc2ccccc2n2c(O)c(CC(=O)O)cc12	3%	4%	13%	17	?	38%[activator]	-2%	i	0.1%
O=C(NCC(c1ccc2c(c1)OCO2)N1CCOCC1)C(=O)Nc1ccc(F)cc1F (stereo not given)	9%	.	.	.	12%	-4%	.	.	-0.2%
CC(NC(=O)c1ccc(NC(=O)CC2SC(N3CCCC3)=NC2=O)cc1)c1ccc(S(N)(=O)=O)cc1 (stereo not given)	14%	5%	-19%	-1	-20%	0%	-7%	i	-0.4%
O=S(=O)(c1ccc(Cl)cc1)N1CCC(N2CCOCC2)CC1	-49%	-6%	4%	3	-5%	-8%	11%	i	-0.4%

Entries of single compounds, looked up by structure. Screens in order: HepG2 tox | ATXN2 expr inh | Nrf2 inh | IL1B secr inh | A549 viability | TGFb inhibitor | MCF10A rerep | S2 tox | Nrf2 activator
Record of O=C(NNC(=S)Nc1ccccc1)c1cccs1 : 3% | 52%[activator] | ? | 2 | -9% | 0% | -1% | i | 2.0%
Record of COc1ccc(C2=Nn3c(nnc3-c3cc(C)[nH]n3)SC2)cc1 : -3% | 11% | -20% | -3 | 0% | 27% | 12% | i | 15%
Record of Cc1cccc(NS(=O)(=O)c2ccc(C3CCCCC3)cc2)c1 : -97% | -29% | ? | -11 | ? | ? | ? | i | -0.7%
Record of Cc1c(CCO)c(=O)[nH]n1S(=O)(=O)c1ccc([N+](=O)[O-])cc1 : -6% | -10% | -2% | 6 | -2% | -21% | 1% | i | 8.4%
Record of CC1CCCCC1NC(=O)/C(C#N)=C/c1ccc(F)c(F)c1 (stereo not given) : 9% | 1% | 9% | -8 | -3% | 11% | -89%[inhibitor] | i | 0.0%
